IDE act – boosts human insulin-degrading enzyme activity in HEK cells. 340,000 tested, 0.073% active. AID 493087. FAbeta-B cleavage, fluorescence polarization; 0% vehicle, 100% cell-free pure enzyme wells. activation, % at 5.96 µM. P14735;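 active means activation above the mean of all tested compounds plus 3 SD, set per screening campaign, cut at about 17% in these data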
Target sequence (P14735 whole entry, looked up): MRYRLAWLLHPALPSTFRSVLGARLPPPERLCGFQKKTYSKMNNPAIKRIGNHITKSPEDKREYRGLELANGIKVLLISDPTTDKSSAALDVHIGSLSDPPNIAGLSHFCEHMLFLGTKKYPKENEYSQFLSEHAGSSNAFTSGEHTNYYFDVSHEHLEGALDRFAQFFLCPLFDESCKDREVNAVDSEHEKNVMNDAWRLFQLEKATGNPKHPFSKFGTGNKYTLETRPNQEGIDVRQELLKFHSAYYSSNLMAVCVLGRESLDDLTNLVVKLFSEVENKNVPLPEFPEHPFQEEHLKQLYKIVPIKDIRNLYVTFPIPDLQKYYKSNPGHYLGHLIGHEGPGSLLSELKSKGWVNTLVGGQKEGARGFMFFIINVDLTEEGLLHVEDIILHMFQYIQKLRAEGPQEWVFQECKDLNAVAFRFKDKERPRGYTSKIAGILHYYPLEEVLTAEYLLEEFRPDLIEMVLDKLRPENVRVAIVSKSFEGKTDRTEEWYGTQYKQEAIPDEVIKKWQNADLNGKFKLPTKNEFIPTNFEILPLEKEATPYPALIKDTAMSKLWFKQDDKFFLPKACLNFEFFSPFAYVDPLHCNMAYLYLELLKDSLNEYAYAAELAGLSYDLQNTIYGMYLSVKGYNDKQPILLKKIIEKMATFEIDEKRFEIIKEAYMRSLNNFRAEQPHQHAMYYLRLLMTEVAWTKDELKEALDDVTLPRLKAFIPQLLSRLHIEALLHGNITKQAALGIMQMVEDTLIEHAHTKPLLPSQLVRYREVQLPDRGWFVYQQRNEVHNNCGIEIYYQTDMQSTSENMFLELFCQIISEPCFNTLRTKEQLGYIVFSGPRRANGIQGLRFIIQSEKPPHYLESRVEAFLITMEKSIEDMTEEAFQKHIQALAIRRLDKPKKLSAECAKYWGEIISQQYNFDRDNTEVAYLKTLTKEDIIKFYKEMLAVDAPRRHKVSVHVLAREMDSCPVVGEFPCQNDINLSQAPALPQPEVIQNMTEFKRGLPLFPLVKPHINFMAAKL
IDE inh – cellular human IDE inhibition. P14735. inhibition, % at 5.59 µM. 320,000 tested, 0.41% active. AID 434962. HEK cells, FAbetaB cleavage, fluorescence polarization;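 active means percent inhibition above the average of all tested compounds plus 3 SD, set per screening campaign, cut at about 16% in these data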;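 further: IDE supplied by intact live HEK cells; FP after avidin binding of uncleaved biotin substrate so inhibition keeps polarization high; 0% = DMSO wells and 100% = 60 µM reference IDE inhibitor Ii1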
The depositor's hits bear a star.

| IDE inh | IDE act | structure |
| --- | --- | --- |
| -2 | 7 | C=C[C@]1(C)C=C2CCC3[C@](C)(CCC[C@@]3(C)C(=O)O)C2CC1 (stereo not given in full) |
| -2 | 2 | CN(CC(=O)Nc1cccc(F)c1)C(=O)c1ccc(N2CCCCCC2)c([N+](=O)[O-])c1 |
| 2 | 5 | COCCN(CC(=O)Nc1cccc(C)c1C)C(=O)c1oc2c(Cl)cccc2c1C |
| 1 | 1 | O=C(CN1C(=O)NC2(CCCCC2)C1=O)Nc1nc2c(F)cc(F)cc2s1 |
| 2 | 6 | CCc1noc(C)c1C(=O)Nc1cc(S(=O)(=O)N(CC)CC)ccc1N1CCOCC1 |
| -1 | -1 | CC1(C(=O)Nc2nc3ccc(S(C)(=O)=O)cc3s2)CC1(Cl)Cl (stereo not given) |
| 0 | 2 | CCC1(c2ccccc2)NC(=O)N(CC(=O)Nc2ccc(N3CCCC3)cc2C)C1=O (stereo not given) |
| -1 | -1 | CC1CCc2[nH]c3ccc(C(=O)N(C)CC(=O)Nc4cccc(F)c4)cc3c2C1 (stereo not given) |
| -1 | 5 | Cc1[nH]c2ccccc2c1C=NNC(=O)c1cc(-c2cccnc2)nc2ccccc12 |
| 11 | 3 | Cc1ccc([N+](=O)[O-])cc1S(=O)(=O)Nc1cccc(-c2ccc(N3CCOCC3)nn2)c1 |
| 1 | 4 | COc1ccc2c(c1)[C@H]1[C@H](CO2)[C@H](c2ccccc2)[C@]2(C)C(=O)N[C@H](C)C(=O)N12 |
| 1 | 0 | COC(=O)[C@@]12CCCN1[C@H](c1ccc(-c3ccc(OC)cc3)c(OC)c1)[C@H]1C(=O)N(C)C(=O)[C@H]12 |
| 1 | 8 | CCOc1ncccc1C(=O)Nc1cc(S(=O)(=O)N(CC)CC)ccc1N1CCOCC1 |
| 4 | -4 | CSc1ncccc1C(=O)OCC(=O)N1CC2(C)CC1CC(C)(C)C2 (stereo not given) |
| 2 | -2 | COc1ccc(-c2nc(-c3ccc(C(=O)O)cc3)no2)cc1 |
| 2 | 5 | COC(=O)[C@]1(Cc2ccccc2)N[C@H](CN(C)C(=O)Nc2ccc(F)cc2)[C@@H]2C(=O)N(C)C(=O)[C@@H]21 |
| -3 | 3 | O=c1[nH]nnc2c1sc1nc(N3CCOCC3)c3c(c12)CCCC3 |
| 6 | 0 | Cc1ccc(NC(=O)C2CCN(S(=O)(=O)c3cc([N+](=O)[O-])ccc3Cl)CC2)nc1 |
| 0 | 1 | CN(C)CCCn1c2c(c(SCC(=O)Nc3cccc4ccccc34)nc1=O)CCCC2 |
| 0 | -3 | COC/C=C/C1=CC2=CC(=O)C(C)(OC(=O)c3cnc4ccccc4n3)C(=O)C2=CN1CC1CC1 (stereo not given) |
| -2 | 4 | CC(C)(C)OC(=O)C[C@@H]1C/C=C\C[C@@H](CC(=O)NCCO)C(=O)NC[C@@H](c2ccccc2)OC1=O |
| -1 | -1 | CC1CCCN(C(=O)CSc2n[nH]c(-c3cccs3)n2)C1 (stereo not given) |
| 7 | 4 | O=C(Nc1ccc(F)c(F)c1)C1CCN(S(=O)(=O)c2cccs2)CC1 |
| -2 | 4 | CCCCN(C(=O)C(C)N1C(=O)c2ccccc2C1=O)c1c(N)n(CCCC)c(=O)[nH]c1=O (stereo not given) |
| 0 | 5 | COc1ccc2oc(C(=O)N3CCN(C(c4ccccc4)c4ccccc4)CC3)c(C)c2c1 |
| 1 | 1 | COc1ccc(/C=C/C(=O)OCC(=O)c2ccc(S(=O)(=O)N3CCCCC3)cc2)cc1OC |
| -3 | 1 | Cc1cc(NC(=O)CSCC(=O)Nc2nc3ccccc3s2)no1 |
| 1 | 0 | O=C(NCCCN1CCCC1=O)c1ccc(S(=O)(=O)Nc2ccccc2)cc1 |
| 6 | 0 | COc1ccc(NC(=O)CN(C)C2=NS(=O)(=O)c3ccccc32)cc1Cl |
| 3 | 0 | NS(=O)(=O)c1ccc(NC(=O)COC(=O)CCCN2C(=O)c3cccc4cccc(c34)C2=O)cc1 |
| 6 | -12 | Cc1ccsc1CNc1ncnc2ccc(-c3c(C)noc3C)cc12 |
| 0 | 0 | COc1cccc(NC(=O)C2CCC2)c1 |
| -2 | 1 | CN(C(=O)c1ccc(NC(=O)Cc2cccc(NC(=O)C3CCCN(C(=O)CCc4ccccc4)C3)c2)cc1)C1CCCC1 (stereo not given) |
| 9 | 3 | CCN(c1cccc(C)c1)S(=O)(=O)c1cc2c3c(c1)CCN3C(=O)CC2 |
| -3 | 4 | CC(=O)Nc1ccc(S(=O)(=O)NCc2nnnn2-c2ccc(F)cc2)cc1 |
| 2 | 2 | O=C(CNC(=O)c1ccccc1Cl)Nc1ccncc1 |
| -1 | -1 | CC(C)Cn1c(N)c(C(=O)COC(=O)Cc2cccc(C(F)(F)F)c2)c(=O)n(C)c1=O |
| 1 | 2 | C=CCN(c1ccccc1)S(=O)(=O)c1cccc(C(=O)N2CCCC2)c1 |
| 5 | -5 | CCCNC(=O)c1ccc(N2CCC3(CC2)CC(c2cccc(Br)c2)=NO3)c(NC(=O)c2ccc(Br)cc2)c1 |
| -2 | 1 | COc1ccc(C(CNC(=O)c2[nH]c(C)c(C(C)=O)c2C)N2CCOCC2)cc1 (stereo not given) |
| -2 | -9 | NC(=O)c1nc(-c2ccccc2)c(-c2ccccc2)[nH]c1=O |
| -6 | 2 | CCN(C(=O)COC(=O)c1cc(C)oc1C)c1c(N)n(Cc2ccccc2)c(=O)[nH]c1=O |
| -5 | 3 | O=C(NCCOC(=O)c1ccccc1)c1ccccc1 |
| 2 | 1 | COc1ccc(-c2c(C#Cc3ccsc3)c3cc(-c4ccc(OC)c(F)c4)ccc3n2C)cc1 |
| -2 | 5 | COc1ccc(CNC(=O)Cn2cc([N+](=O)[O-])cn2)cc1 |
| 1 | 1 | COCCNc1oc(-c2ccccc2Cl)nc1S(=O)(=O)c1ccc(C)cc1 |
| 10 | 2 | CC1(C)CC(C(=O)Nc2ccccc2)C(=O)O1 (stereo not given) |
| 8 | -1 | COC(=O)[C@@]12CCCN1[C@H](c1ccc(-c3ccc(Cl)c(Cl)c3)c(OC)c1)[C@H]1C(=O)N(C)C(=O)[C@H]12 |
| -6 | 4 | O=C(COc1ccc(Br)cc1)NCCCN1CCCC1=O |
| 2 | 3 | O=C(CCNC(=O)c1ccccc1Cl)Nc1ccc(S(=O)(=O)Nc2nccs2)cc1 |
| 3 | 4 | CC(C(=O)N1CCCC1)N1CCN(S(=O)(=O)c2ccccc2)CC1 (stereo not given) |
| -1 | -1 | CCCNC(=O)C(Cc1cccc(Cl)c1)NC(=O)c1ccc(C#N)cc1 (stereo not given) |
| 7 | 3 | CSc1ncccc1C(=O)OCC(=O)Nc1ccc(C)c(S(=O)(=O)N2CCOCC2)c1 |
| -2 | 9 | O=C(NNC(=O)c1ccccc1O)c1ccc(-c2ccc([N+](=O)[O-])cc2)o1 |
| 5 | -3 | CC(Nc1nc(-c2ccc(Cl)cc2)cs1)c1nc2cc(Cl)c(N3CCCCC3)cc2n1CCOCCO (stereo not given) |
| 6 | 0 | NC(=O)C1CCN(C(=O)CNC(=O)c2ccc(F)cc2)CC1 |
| -2 | 2 | COc1ccc(N(CC(=O)NC2CCS(=O)(=O)C2)S(=O)(=O)c2cc(C)ccc2C)cc1 (stereo not given) |
| 3 | 1 | O=C(NNC(=O)c1ccc(Cl)nc1)c1ccncc1 |
| 5 | 2 | CC(C)(C)C(=O)Nc1ccc(C(=O)CSc2nnc(C3CC3)n2C2CC2)cc1 |
| -3 | 0 | O=C(/C=C/c1ccc(F)cc1)OCC(=O)c1ccc[nH]1 |

Single records, from the list above.
O=C(/C=C/c1ccc(F)cc1)OCC(=O)c1ccc[nH]1 in the list: IDE inh = -3; IDE act = 0
O=C(CCNC(=O)c1ccccc1Cl)Nc1ccc(S(=O)(=O)Nc2nccs2)cc1 in the list: IDE inh = 2; IDE act = 3

Next part:
| IDE inh | IDE act | structure |
| --- | --- | --- |
| 1 | 2 | CCn1c(SCC(=O)NC2CC2)nnc1-c1cccs1 |
| 7 | 2 | Cn1c(N)c(C(=O)COC(=O)Cc2ccccc2F)c(=O)n(C)c1=O |
| 4 | 2 | COc1cc(C(=O)NCC2CCCO2)ccc1OCc1ccc(Cl)cc1Cl (stereo not given) |
| 4 | 3 | CCCN(CC(=O)Nc1cc(Cl)ccc1Cl)C(=O)/C=C/c1cc(OC)ccc1OC |
| 2 | -3 | Cc1ccc(S(=O)(=O)Nc2cccc3c2O[C@@H](CN(C)C(=O)Nc2ccc4c(c2)OCO4)[C@H](C)CN([C@@H](C)CO)C3=O)cc1 |
| 1 | 2 | CC1CCCC(C)N1C(=O)COC(=O)c1cccs1 (stereo not given) |
| 1 | 5 | CC(C)c1ccccc1 |
| -4 | 1 | COc1ccccc1C(=O)NNC(=O)c1csc(N2CCOCC2)n1 |
| 8 | -9 | O=C(CSc1n[nH]c(-c2ccncc2)n1)Nc1ccccc1Cl |
| -1 | -1 | O=C(COc1cccc(C(F)(F)F)c1)NNC(=O)c1ccc(=O)[nH]c1 |
| 0 | 1 | Cn1c(C=O)c(C#CC(C)(C)O)c2ccccc21 |
| 3 | 3 | Cc1ccnc2nc(C(=O)OCC(=O)N(Cc3ccccc3)C(C)(C)C)nn12 |
| 5 | -1 | CC(Sc1nc(N)cc(N)n1)C(=O)Nc1ccc(N2CCOCC2)cc1 (stereo not given) |
| 2 | 3 | C=CCN(c1ccccc1)S(=O)(=O)c1cccc(C(=O)NCc2ccco2)c1 |
| 1 | -2 | CCN(C[C@H]1N[C@@](CC)(C(=O)OC)[C@H]2C(=O)N(C)C(=O)[C@@H]12)C(=O)c1ccccc1 |
| 3 | 2 | CC(C(=O)N1CCc2ccccc21)n1cnc2c1c(=O)n(C)c(=O)n2C (stereo not given) |
| 1 | 3 | Cc1cc(C)c(OCC(=O)OCC(=O)NC2CCC(C)CC2)c(C)c1 (stereo not given) |
| 0 | 4 | O=C1c2ccc(Cl)cc2S(=O)(=O)c2cccc(C(=O)N3CCC(Cc4ccccc4)CC3)c21 |
| 6 | 1 | Cc1ccnc(NC(=O)c2oc3ccccc3c2C)c1 |
| 1 | 6 | COc1cc(/C=C/C(=O)OCC(=O)N2CCCC2)ccc1OCC#N |
| 5 | 0 | CC1CN(C(=O)CSc2nnc(C3CCCCC3)n2N)CC(C)O1 (stereo not given) |
| 9 | 1 | CCCCCCSc1ccc([C@@H]2[C@@H]3C(=O)N(CC)C(=O)[C@@H]3[C@]3(C(=O)OC)CCCCN23)cc1 |
| -4 | 3 | C[C@@H](C(=O)Nc1ccc2ccccc2c1)[C@@H]1C[C@@]1(C)[C@@H](N)c1ccccc1 |
| 10 | 4 | O=C(CNC(=O)c1ccco1)NCc1ccc2c(c1)OCO2 |
| 5 | 1 | Cc1ccc(-c2csc(N3CCC(C(N)=O)CC3)n2)cc1 |
| 3 | -3 | O=C(COC(=O)c1cc(=O)[nH]c2ccccc12)Nc1ccc(F)cc1F |
| 3 | 5 | CCN1C(=O)[C@H]2[C@@H](c3ccc(-c4ccc(Cl)c(Cl)c4)cc3)N[C@@](Cc3ccccc3)(C(=O)OC)[C@H]2C1=O |
| 3 | 0 | Cc1noc(C)c1NC(=O)N(C)C[C@H]1Oc2ccc(NC(=O)Nc3ccccc3)cc2C(=O)N([C@H](C)CO)C[C@@H]1C |
| 0 | 5 | O=C(Cc1cccc([N+](=O)[O-])c1)Nc1cccc(C(=O)N2CCCC2)c1 |

Gathered by group: the entries above with an aryl methoxy group (16)
| IDE inh | IDE act | structure |
| --- | --- | --- |
| 1 | 4 | COc1ccc2c(c1)[C@H]1[C@H](CO2)[C@H](c2ccccc2)[C@]2(C)C(=O)N[C@H](C)C(=O)N12 |
| 1 | 0 | COC(=O)[C@@]12CCCN1[C@H](c1ccc(-c3ccc(OC)cc3)c(OC)c1)[C@H]1C(=O)N(C)C(=O)[C@H]12 |
| 2 | -2 | COc1ccc(-c2nc(-c3ccc(C(=O)O)cc3)no2)cc1 |
| 0 | 5 | COc1ccc2oc(C(=O)N3CCN(C(c4ccccc4)c4ccccc4)CC3)c(C)c2c1 |
| 1 | 1 | COc1ccc(/C=C/C(=O)OCC(=O)c2ccc(S(=O)(=O)N3CCCCC3)cc2)cc1OC |
| 6 | 0 | COc1ccc(NC(=O)CN(C)C2=NS(=O)(=O)c3ccccc32)cc1Cl |
| 0 | 0 | COc1cccc(NC(=O)C2CCC2)c1 |
| -2 | 1 | COc1ccc(C(CNC(=O)c2[nH]c(C)c(C(C)=O)c2C)N2CCOCC2)cc1 (stereo not given) |
| 2 | 1 | COc1ccc(-c2c(C#Cc3ccsc3)c3cc(-c4ccc(OC)c(F)c4)ccc3n2C)cc1 |
| -2 | 5 | COc1ccc(CNC(=O)Cn2cc([N+](=O)[O-])cn2)cc1 |
| 8 | -1 | COC(=O)[C@@]12CCCN1[C@H](c1ccc(-c3ccc(Cl)c(Cl)c3)c(OC)c1)[C@H]1C(=O)N(C)C(=O)[C@H]12 |
| -2 | 2 | COc1ccc(N(CC(=O)NC2CCS(=O)(=O)C2)S(=O)(=O)c2cc(C)ccc2C)cc1 (stereo not given) |
| 4 | 2 | COc1cc(C(=O)NCC2CCCO2)ccc1OCc1ccc(Cl)cc1Cl (stereo not given) |
| 4 | 3 | CCCN(CC(=O)Nc1cc(Cl)ccc1Cl)C(=O)/C=C/c1cc(OC)ccc1OC |
| -4 | 1 | COc1ccccc1C(=O)NNC(=O)c1csc(N2CCOCC2)n1 |
| 1 | 6 | COc1cc(/C=C/C(=O)OCC(=O)N2CCCC2)ccc1OCC#N |

High-throughput results deposited in PubChem by The Scripps Research Institute Molecular Screening Center.

This is a subset; rates above refer to the full screens.
